pPAFAH inh: pPAFAH (human) enzyme inhibition. inhibition, % at 3.39 µM. 330,000 compounds, 1.5% hits. AID 463082. recombinant pPAFAH, FP-rhodamine probe fluorescence polarization;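 active means inhibition above the mean inhibition across the screen plus 3 SD, cut at about 25% in these data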;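 further: inhibitors block binding of the rhodamine activity-based probe so polarization drops; 0% = enzyme with DMSO and 100% = wells lacking pPAFAH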
Target sequence (Q13093 whole entry, looked up): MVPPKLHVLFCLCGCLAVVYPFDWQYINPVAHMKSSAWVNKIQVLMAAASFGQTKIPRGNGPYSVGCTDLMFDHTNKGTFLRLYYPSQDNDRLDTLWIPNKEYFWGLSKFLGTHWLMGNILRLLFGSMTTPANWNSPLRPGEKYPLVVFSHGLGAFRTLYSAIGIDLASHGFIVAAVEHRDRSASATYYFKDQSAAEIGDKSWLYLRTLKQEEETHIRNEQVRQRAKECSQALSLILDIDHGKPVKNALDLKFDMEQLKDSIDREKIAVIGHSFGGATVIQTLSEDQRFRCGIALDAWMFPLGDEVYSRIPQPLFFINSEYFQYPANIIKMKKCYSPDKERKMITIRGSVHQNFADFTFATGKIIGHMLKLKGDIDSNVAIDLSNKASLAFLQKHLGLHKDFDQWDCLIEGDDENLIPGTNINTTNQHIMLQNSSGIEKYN
PAFAH1B2 FP inh: inhibitors of human PAFAH1B2; P68402; recombinant PAFAH1B2, FP-rhodamine activity probe, fluorescence polarization; inhibition, % at 3.39 µM; 340,000 compounds, 1.2% hits; AID 492953;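 active means inhibition above the mean of all tested compounds plus 3 SD, cut at about 24% in these data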;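 further: 0% = enzyme with DMSO and 100% = wells lacking PAFAH1B2; many of its hits are not listed in these tables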
LYPLA2 counter: LYPLA2 (human) inhibition in PME1 counter-screen; O95372; recombinant LYPLA2, FP-Rh probe fluorescence polarization; inhibition, % at 5.9 µM; 320,000 compounds, 0.38% hits; AID 2177;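 active means inhibition above the screen-wide mean plus 3 SD, limit set per campaign, cut at about 26% in these data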;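 further: 0% = LYPLA2 with DMSO and 100% = wells lacking LYPLA2 enzyme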
Target sequence (O95372 whole entry, looked up): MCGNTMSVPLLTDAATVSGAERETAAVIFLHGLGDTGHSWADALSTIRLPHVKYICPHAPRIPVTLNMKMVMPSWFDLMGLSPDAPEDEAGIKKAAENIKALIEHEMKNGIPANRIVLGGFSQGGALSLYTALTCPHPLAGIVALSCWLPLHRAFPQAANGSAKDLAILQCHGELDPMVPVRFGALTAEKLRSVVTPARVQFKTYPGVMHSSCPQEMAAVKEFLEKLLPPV
ZTA counter: blocks Epstein-Barr virus ZTA, an EBNA-1 counter-screen. 320,000 compounds, 0.15% hits. P03206. AID 2234. inhibition, % at 11 µM. ZTA-DNA binding, fluorescence polarization; in the data active means inhibition above about 33%
EBNA-1 inh: blocks EBNA-1 binding to DNA | 300,000 compounds, 0.34% hits | EBNA-1 DNA binding, fluorescence polarization | inhibition, % at 14.8 µM | AID 1950; in the data active means inhibition above about 28%
PAFAH2 inh: inhibitors of human PAFAH2; recombinant PAFAH2, FP-rhodamine activity probe, fluorescence polarization; AID 492956; inhibition, % at 3.39 µM; 340,000 compounds, 0.99% hits;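 active means inhibition above the mean over all tested compounds plus 3 SD, cut at about 30% in these data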;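 further: inhibitors block probe labeling of enzyme so polarization drops; 0% = enzyme with DMSO and 100% = wells lacking PAFAH2 protein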
PREPL inhibitor: inhibits the human prolyl oligopeptidase-like enzyme; Q4J6C6; recombinant PREPL, fluorescence polarization activity-based probe; inhibition, % at 5.96 µM; 320,000 compounds, 0.68% hits; in the data active means inhibition above about 43%;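 further: 0% = enzyme with DMSO and 100% = wells lacking enzyme; many of its hits are not listed in these tables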
PAFAH1B3 FP inh: PAFAH1B3 (human) inhibition; 340,000 compounds, 0.28% hits; AID 492972; inhibition, % at 3.39 µM; Q15102; recombinant PAFAH1B3, FP-rhodamine probe, fluorescence polarization;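 active means inhibition above the screen-wide average of all tested compounds plus 3 SD, cut at about 25% in these data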;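 further: 0% = enzyme with DMSO only and 100% = wells lacking PAFAH1B3 protein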
Target sequence (Q15102 whole entry, looked up): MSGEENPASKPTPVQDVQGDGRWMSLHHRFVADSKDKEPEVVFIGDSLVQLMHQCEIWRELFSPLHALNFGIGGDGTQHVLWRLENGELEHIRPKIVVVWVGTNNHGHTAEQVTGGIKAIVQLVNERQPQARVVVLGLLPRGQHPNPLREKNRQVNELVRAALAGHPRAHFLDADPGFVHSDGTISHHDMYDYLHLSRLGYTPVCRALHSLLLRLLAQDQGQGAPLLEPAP
LYPLA1 inh: blocks human lysophospholipase 1, a PME1 counter-screen; O75608; 320,000 compounds, 0.16% hits; recombinant LYPLA1, FP-Rh probe fluorescence polarization; inhibition, % at 5.9 µM;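 active means inhibition above the mean of all tested compounds plus 3 SD, set per campaign, cut at about 14% in these data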;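 further: inhibitors block serine hydrolase probe labeling of LYPLA1 so polarization falls; 0% = enzyme with DMSO and 100% = wells lacking LYPLA1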
Active calls of the source: *; . = not tested or not shown. These rows are one share of the data (hit frequency here may not be typical).

Start of the listing, in advance, 3 compounds:
SMILES	pPAFAH inh	PAFAH1B2 FP inh	LYPLA2 counter	ZTA counter	EBNA-1 inh	PAFAH2 inh	PREPL inhibitor	PAFAH1B3 FP inh	LYPLA1 inh
COc1ccc(-n2c(C)cc(C(=O)Cn3nc(C(=O)O)c4ccccc4c3=O)c2C)cc1	-1	7	0	4	14	-3	-31	6	-4
Cc1csc(NC(=O)CN2C(=O)C3CC=CCC3C2=O)n1 (centres undefined)	0	5	3	-1	-4	-5	3	5	-1
Cc1ccc(C(=O)COC(=O)CNC(=O)C(c2ccccc2)c2ccccc2)cc1[N+](=O)[O-]	4	11	7	-5	-3	4	1	-7	-3

Results, previewed entries included:
SMILES	pPAFAH inh	PAFAH1B2 FP inh	LYPLA2 counter	ZTA counter	EBNA-1 inh	PAFAH2 inh	PREPL inhibitor	PAFAH1B3 FP inh	LYPLA1 inh
COc1ccc(-n2c(C)cc(C(=O)Cn3nc(C(=O)O)c4ccccc4c3=O)c2C)cc1	-1	7	0	4	14	-3	-31	6	-4
Cc1csc(NC(=O)CN2C(=O)C3CC=CCC3C2=O)n1 (centres undefined)	0	5	3	-1	-4	-5	3	5	-1
Cc1ccc(C(=O)COC(=O)CNC(=O)C(c2ccccc2)c2ccccc2)cc1[N+](=O)[O-]	4	11	7	-5	-3	4	1	-7	-3
CCC1=C(OC(=O)c2ccccc2)C(C)(C)C(c2ccccc2)OC1=O (centres undefined)	2	4	-1	0	-4	4	0	3	-3
O=C(Nc1cccc([N+](=O)[O-])c1)Nn1cnnc1	2	3	-4	-8	-1	1	18	9	-3
CCc1nc2sc3c(Cl)ncnc3c2c2c1CCCC2	2	.	2	-5	7	.	9	.	-1
CC(C)(C)OC(=O)C[C@@H]1C/C=C\C[C@H](CC(=O)N[C@H](CO)Cc2ccccc2)C(=O)N2CCC[C@H]2COC1=O	-5	0	.	.	.	4	10	7	.
Cc1ccc(C2=NS(=O)(=O)N(C)C(C(=O)NC3CCCC3)=C2)cc1	3	3	-2	-2	-18	1	2	4	-1
O=c1cnn(-c2ccccc2)c(-c2ccccc2)c1	8	1	3	-4	4	-3	1	0	1
COC(=O)C(Cc1ccccc1)NC(=O)CSc1nc(C)cc(=O)[nH]1 (centres undefined)	-1	4	-5	-5	3	3	-5	3	0
Cn1c(SCc2ccccc2C#N)nnc1-c1ccncc1	-2	4	-2	3	4	6	-2	3	0
Cc1ccc(N2CC(C(=O)Nc3cccnc3)CC2=O)cc1C (centres undefined)	-1	-2	11	8	-3	1	0	10	6
Cc1cc(C)nc(SCc2ccc(C(=O)NN=C3CCCC3)cc2)n1	-5	5	-12	-5	1	3	0	4	-8
COc1ccc(-c2coc3cc(OC)cc(O)c3c2=O)cc1	-12	1	3	8	-6	3	-11	-1	3
CC(=O)NCCC(=O)N1CCc2c([nH]c3ccccc23)C1c1cccc(C)c1 (centres undefined)	4	3	0	2	13	6	-3	5	-1
CC(=O)N1CC(C)Oc2ccc(S(=O)(=O)NC(CC(=O)O)c3ccccc3C)cc21 (centres undefined)	4	9	-4	-2	-9	6	7	5	-4
COC(=O)C1CCN(C(=O)C(C)Oc2ccc(Cl)cc2Cl)CC1 (centres undefined)	3	4	2	11	8	3	7	8	-2
COc1ccc(NC(=O)N2CCC(n3nnc4cc(C)ccc43)CC2)cc1	8	2	-2	2	-1	0	6	17	-5
O=C(CCN1C(=O)/C(=C/c2ccccc2Cl)SC1=S)NNC(=O)c1cccnc1	0	11	0	-1	-1	16	-90	4	1
O=C(NNC(=S)Nc1ccc(Cl)cc1)c1ccccc1	9	7	-2	2	10	-2	-1	8	1

An excerpt from above, limited to PREPL inhibitor and PAFAH2 inh:
canonical_smiles | PREPL inhibitor | PAFAH2 inh
Cc1cc(C)nc(SCc2ccc(C(=O)NN=C3CCCC3)cc2)n1 | 0 | 3
COc1ccc(-c2coc3cc(OC)cc(O)c3c2=O)cc1 | -11 | 3
CC(=O)NCCC(=O)N1CCc2c([nH]c3ccccc23)C1c1cccc(C)c1 (centres undefined) | -3 | 6
CC(=O)N1CC(C)Oc2ccc(S(=O)(=O)NC(CC(=O)O)c3ccccc3C)cc21 (centres undefined) | 7 | 6

Other structures:
SMILES	pPAFAH inh	PAFAH1B2 FP inh	LYPLA2 counter	ZTA counter	EBNA-1 inh	PAFAH2 inh	PREPL inhibitor	PAFAH1B3 FP inh	LYPLA1 inh
COc1ccc(NC(=O)C(OC(=O)c2ccc([N+](=O)[O-])o2)c2ccccc2)cc1Cl (centres undefined)	8	-2	-6	-6	-1	2	-9	7	-1
c1ccc(NCc2nnc3n2CCCCC3)cc1	2	-4	1	-6	-13	0	0	3	0
Cc1cc(CN(C)C(=O)c2cc(COc3ccc(C)c(C)c3)on2)n[nH]1	8	-2	1	3	6	4	0	17	-2
Cc1ccc(C)n1-c1ccc(C(=O)NN)cc1	-3	7	-6	-3	7	-7	-1	9	-1
Cc1cc(C)nc(/N=C(\NC(=O)C(C)(C)C)Nc2ccccc2)n1	0	2	7	1	-11	-1	-8	8	-2
CC1(C(=O)NCc2cc(F)cc(C(F)(F)F)c2)C=CC2(CCCCC2)N1C(=O)c1ccccc1 (centres undefined)	0	6	-2	-3	0	-4	-8	-10	-1
COc1ccccc1C(=O)NCCC(=O)Nc1cccc(S(=O)(=O)N2CCCC2)c1	0	-1	1	-5	.	3	3	11	0
COc1cccc(C2[C@H](C)C3(CCN2C)OCCO3)c1 (some centres undefined)	6	-7	-1	9	-4	-2	3	4	0
NC(=O)C(=O)N/N=C/c1c2ccccc2cc2ccccc12	4	-4	-1	0	-8	-7	10	3	-3
COCC(C)NC(=O)/C=C/c1ccc(OC)cc1 (centres undefined)	-4	1	6	-18	-6	-6	1	5	3
COC(=O)c1cn(CC(=O)NC2CCCCC2)c2ccccc12	0	7	0	12	-2	4	0	3	-1
Cn1cccc1C(=O)C(=O)Nc1ccccc1C(F)(F)F	7	2	-4	-2	-14	5	14	-2	-4
CCc1ccc(NC(=O)CN2CCCN(S(=O)(=O)c3ccc(F)cc3)CC2)cc1	10	8	3	10	-5	3	-14	11	-1
COc1cc(C)c(CN2CCC(n3nccc3NC(=O)C3CCOC3)CC2)cc1C (centres undefined)	0	5	-2	-16	-11	0	7	4	-2
Cc1cc(NC(=O)Cn2nc(C(F)(F)F)c3c2CCC3)no1	7	-1	2	2	0	5	-4	4	-1
CSCCC(NC(=O)c1ccc(Cl)cc1)C(=O)OCC(=O)Nc1ccc(C#N)cc1 (centres undefined)	6	-2	-3	-10	-1	-3	-6	8	-4
CC(=O)Nc1ccc(OCC(O)CN2CCN(S(=O)(=O)c3ccc(NC(C)=O)cc3)CC2)cc1 (centres undefined)	5	1	0	-7	5	4	-2	4	-1
CCOc1ccc(/C=N/NC(=O)CC(=O)NCc2ccccc2)cc1	5	7	-4	-3	-7	4	-1	10	0
CCOC(=O)NC1C=CS(=O)(=O)C1 (centres undefined)	1	7	-4	-12	-8	5	9	-5	-1
CN(C)c1ccc(C(CNC(=O)c2ccccc2Br)c2c[nH]c3ccccc23)cc1 (centres undefined)	12	5	1	-4	8	-4	56*	11	0
COc1ccc(OCc2cc(C(=O)N(C)C3CCOC3)no2)c(Cl)c1 (centres undefined)	1	-3	-2	13	5	-1	4	5	0
COc1cc(/C=C(\C#N)c2nc3ccccc3s2)ccc1OCC(=O)Nc1ccccc1	3	-12	-8	13	12	-30	-5	-26	-7
CCc1ccc(N(CC(=O)NC2CCCCC2)C(=O)CNC(=O)c2ccco2)cc1	3	-3	-2	3	-17	4	0	3	-7
Cc1cc(N2CCN(C3CCCCC3)CC2)n2nc(C)nc2n1	-1	3	3	-4	-2	-4	-2	8	2
CS(=O)(=O)N1CCC(C(=O)NCCC2=CCCCC2)CC1	7	-2	1	-5	6	11	-7	3	1
O=C(Nc1nc2c(Br)cccc2s1)C1CC1	1	4	3	-13	6	9	5	-7	1
Cc1ccc([N+](=O)[O-])c(OCCN2CCCCCC2)c1	2	-1	-1	-7	0	-2	17	12	-1
CC(C)Oc1cc(NC(=O)CS(=O)(=O)CC(=O)N(C)C)c(Cl)cc1Cl	2	5	4	-2	3	1	-6	-2	0
CN(C)c1ccc(/C=C/c2nc3ccccc3c(=O)n2CCO)cc1	4	1	2	-2	16	1	8	4	2
Nc1ncnc(NC2CCS(=O)(=O)C2)c1[N+](=O)[O-] (centres undefined)	3	0	-4	-5	-6	-1	-2	-4	1
COc1ccc(C(CNC(=O)c2cncc(Br)c2)N(C)C)cc1 (centres undefined)	2	3	8	5	4	-2	2	-4	2
O=C(NCCC1CCCCN1S(=O)(=O)c1cccs1)C(=O)Nc1ccccc1 (centres undefined)	6	8	1	17	1	7	-21	4	0
Cc1nn(C(=O)CNC(=O)c2ccccc2)c(C)c1C	-4	0	-6	15	-4	-4	-6	0	-3
O=C(c1ccc2c(=O)n(C3CCCC3)c(=S)[nH]c2c1)N1CCCCCC1	6	12	-6	-4	1	3	-4	7	0
Cc1csc(NC(=O)c2c(-c3c(F)cccc3Cl)noc2C)n1	33*	5	2	-10	.	-3	8	-4	0
Cc1nn(Cc2ccccc2)c(Cl)c1C(=O)NCc1ccco1	3	1	-1	-17	-7	3	-1	0	6
C=CCNc1nc(S(=O)Cc2ccc(C)cc2)nc2c1CCCC2 (centres undefined)	0	3	-4	8	7	4	3	3	0
CC(CN1CCCC1)OC(=O)c1cccc(F)c1 (centres undefined)	2	2	6	7	3	3	1	-4	5
COc1ccc(NC(=O)CN2C(=O)NC3(CCCC3)C2=O)cc1	0	8	-1	-3	-10	24	-6	4	1
CCN1CCN(C(=O)c2c(-c3ccccc3)noc2C)CC1	-3	-6	10	9	4	9	5	4	2
CCOC(=O)c1c(C)n(C)c2ccc(O)c(CN(CC)CC)c12	3	11	2	13	10	-7	19	4	1
COc1ccc(CCCC(=O)NC2CCCCC2)cc1	-1	1	3	-2	-1	1	11	-2	-1
O=C(CN1C(=O)C2C3CCC(C3)C2C1=O)OCC(=O)c1ccccc1 (centres undefined)	4	2	3	-8	10	6	3	-7	3
CC(=O)Oc1ccc2c(=O)c(Oc3ccccc3)coc2c1OC(C)=O	31*	-1	-3	-2	-7	46*	1	-1	-1
COc1ccc(NC(=O)CC(c2ccccc2)c2ccco2)cc1 (centres undefined)	7	2	2	3	5	6	5	2	-4
O=C(NC(=O)c1ccc(F)cc1)Nc1nc(-c2cccs2)cc(C(F)(F)F)n1	-4	2	6	2	-1	-3	0	7	4
COCCNC(=O)CN(C(=O)c1ccc(N2CCCC2)nc1)c1ccccc1	5	1	3	-5	-1	-6	-3	3	2
CCCS(=O)(=O)Nc1cccc(-c2nc3cccnc3s2)c1	4	1	5	-10	2	-3	14	2	3
CC(C)(C)c1ccc(OCC(=O)NCCN2CCOCC2)cc1	2	-1	1	-4	-5	-4	3	2	-2
c1ccc(CSc2nc3ccccc3[nH]2)cc1	-6	4	-7	-6	-3	2	1	3	-1
O=C1CC(c2ccc(Br)cc2)NC(c2ccc(Br)cc2)C1c1ccccc1 (centres undefined)	5	.	3	-3	7	.	-11	.	2
CNC(=O)C1CC(=O)N(CCc2ccc(OC)c(OC)c2)C(=Nc2ccc(F)cc2)S1 (centres undefined)	2	3	1	9	-7	2	6	3	2
CC(C)CCN(CCC(C)C)CC(O)Cn1c2ccccc2c(=O)c2ccccc21 (centres undefined)	-1	1	-4	-7	-13	6	-7	0	0
COc1cccc(NC(=O)CN(C)CC(=O)NCc2ccc(F)cc2)c1	4	7	.	.	.	10	9	12	.
CCCN1CCC(NC(=O)Cc2ccccc2C)CC1	0	1	-1	-3	-11	-1	-4	5	-3
CN1CCN(C(=O)/C(=C/c2cn(S(=O)(=O)N(C)C)c3ccccc23)NC(=O)c2ccccc2)CC1	1	-6	0	-11	-7	2	-20	3	-2

Source: PubChem BioAssay (The Scripps Research Institute Molecular Screening Center)
